Pol iota inh = inhibitors of human DNA polymerase iota; hit rate 1% among 390,000; Potency, µM (highest dose often 115 µM), for the others: top-dose activity, negative = inhibition, actives largely listed as inhibitors; Q9UNA4; Pol iota fluorescent replication assay, 10 min
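Fluorescent replication assay read twice, at 0 min and 10 min after adding 50 nM (final) substrate. Enzyme (10 nM) and compounds were first incubated 15 min at room temperature; enzyme-free buffer wells were negative controls.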
BLM helicase inh = Bloom syndrome helicase (human) inhibition | AID 2528 | P54132 | recombinant BLM DNA unwinding, fluorescence dequenching | Potency, µM (doses to about 56.1 µM), for inactives: at the highest dose activity change, negative = inhibition, hits mostly inhibitors | hit rate 0.2% among 350,000;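 further: plate controls were vehicle for no effect and no enzyme for full effect; nearly all actives have a fitted effect of over 35% in size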
JMJD2A Tudor = inhibitors of human JMJD2A Tudor domain | AlphaScreen JMJD2A-Tudor / H3K4me3 peptide binding | AID 504339 | Potency, µM (top dose mostly 114 µM), for the others: at the top dose activity change, negative = inhibition, actives largely listed as inhibitors | hit rate 4.4% among 390,000; further: on the % scale 0 is the no-effect control and ±100 the full control effect; nearly all actives have a fitted effect of over 50% in size
HP1b chromo inh = inhibitors of HP1-beta chromodomain binding to methylated histone tails | AlphaScreen HP1-beta / biotin-H3K9me3 peptide binding | Potency, µM (series often up to 114 µM), inactives show at the highest dose activity change, negative = inhibition, actives largely listed as inhibitors | hit rate 0.56% among 390,000; further: nearly all actives have a fitted effect of over 70% in size; inactives centre near 23
Target sequence (P83916 whole entry, looked up): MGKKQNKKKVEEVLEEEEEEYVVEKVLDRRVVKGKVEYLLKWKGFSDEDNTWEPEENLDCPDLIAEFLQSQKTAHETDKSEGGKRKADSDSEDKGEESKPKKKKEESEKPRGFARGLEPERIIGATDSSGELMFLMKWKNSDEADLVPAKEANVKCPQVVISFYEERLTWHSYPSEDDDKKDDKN
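HP1-beta protein (50 nM final) preincubated 30 min at room temperature with biotinylated H3(1-18)K9me3 peptide (50 nM) in PBS pH 7.4, 0.01% Tween-20, then compound added for 30 min. AlphaScreen streptavidin donor/nickel chelate acceptor beads (10 ug/mL final), 30 min dark, luminescence read.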
G9a block = G9a (human) methyltransferase inhibition; Q96KQ7; G9a H3K9 monomethylation, AlphaScreen, 2 h; Potency, µM (highest dose often 102 µM), for inactives: top-dose activity, negative = inhibition, usual class: inhibitors; hit rate 8.8% among 350,000; AID 504332; further: on the % scale 0 is the no-effect control and ±100 the full control effect; nearly all actives have a fitted effect of over 75% in size
Target sequence (Q96KQ7 913-1193 limits assumed): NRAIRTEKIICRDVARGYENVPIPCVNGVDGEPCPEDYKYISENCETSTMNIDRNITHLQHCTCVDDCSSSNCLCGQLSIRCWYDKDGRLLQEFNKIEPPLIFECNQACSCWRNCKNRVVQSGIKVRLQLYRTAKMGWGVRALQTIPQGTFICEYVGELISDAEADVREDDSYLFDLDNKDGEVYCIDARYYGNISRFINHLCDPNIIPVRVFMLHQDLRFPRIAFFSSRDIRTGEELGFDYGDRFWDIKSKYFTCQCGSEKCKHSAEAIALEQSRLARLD
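G9a (20 nM) was preincubated 15 min with compound, then reacted 2 h at room temperature with 500 nM biotin-H3K9 peptide and 20 µM SAM. Monomethyl-H3K9 detected by AlphaScreen using anti-H3K9me1 antibody.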
GLS inh = blocks human kidney-isoform glutaminase activity | Potency, µM (doses to about 45.5 µM), without a hit: at the highest dose activity change, negative = inhibition, hits mostly inhibitors | GLS enzymatic activity, qHTS titration | hit rate 0.21% among 410,000; further: on the % scale 0 is the no-effect control and ±100 the full control effect
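Assay buffer: 45 mM KH2PO4 pH 8.2, 0.02% Tween-20. hKGA acts on L-glutamine (1 mM solution added); product glutamate is reported by an oxidase/peroxidase Amplex Red coupling, with fluorescence taken at baseline and 30 min.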
Pin1 inh = inhibitors of human Pin1; Potency, µM (doses to about 115 µM), inactives show at the top dose activity, negative = inhibition, hits mostly inhibitors; AID 504891; Q13526; hit rate 0.009% among 390,000; Pin1 FP peptide displacement, HiFluor488, 10 min; active means well fitted inhibition curve with a large enough effect in the polarisation, with a control signal flat, not every such curve was filed as active; inconclusive means small, poorly fitted or top-dose-only effect, or effect the other way, or a change in a side signal; inactive means no such curve, though single readings can be large or run the other way; the % refers to the polarisation; further: on the % scale 0 is the no-effect control and ±100 the full control effect
Target sequence (Q13526 whole entry, looked up): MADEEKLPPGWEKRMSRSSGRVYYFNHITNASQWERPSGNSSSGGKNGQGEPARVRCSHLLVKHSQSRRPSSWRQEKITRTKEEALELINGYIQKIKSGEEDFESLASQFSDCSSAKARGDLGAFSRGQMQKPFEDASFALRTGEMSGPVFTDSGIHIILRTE
BAZ2B block = blocks human BAZ2B. Q9UIF8. AlphaScreen BAZ2B-H3K14Ac peptide displacement. Potency, µM (titrated, usually from 114 µM), without a hit: top-dose activity change, negative = inhibition, hits mostly inhibitors. hit rate 4.4% among 360,000. AID 504333; further: on the % scale 0 is the no-effect control and ±100 the full control effect; nearly all actives have a fitted effect of over 60% in size
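Multi-concentration screen (max 110 uM) measuring displacement of acetylated histone H3 peptide from BAZ2B by AlphaScreen, using 50 nM protein, 50 nM peptide and 10 ug/mL streptavidin donor plus Ni-chelate acceptor beads.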
Tb PGK inh = T. brucei PGK inhibition; AID 602233; P07378; PGK/GAPDH coupled, Kinase-Glo luminescence, 60 min; hit rate 0.043% among 380,000; Potency, µM (top dose mostly 57.5 µM), without a hit: at the top dose activity change, negative = inhibition, most hits filed as inhibitors; further: on the % scale 0 is the no-effect control and ±100 the full control effect; nearly all actives have a fitted effect of over 60% in size
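Recombinant glycosomal PGK reaction used 1,3-bisphosphoglycerate generated in-well by GAPDH (100nM final) in 100mM TEA pH 7.6, 5mM MgCl2, 0.01% Tween-20. After 60 minutes at room temperature, ATP was read by Kinase-Glo Plus luminescence end-point.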
Active calls of the source: *; i = inactive; ? = inconclusive; / = no result given; & = joins results of further samples; [ ] = dose if it differs, or a comment. Unless noted, the call rests on the fitted dose curve; in most records, active means well fitted curve in the direction sought with a large enough effect; inconclusive means small, poorly fitted or top-dose-only effect, or another doubt; inactive means no such curve, though single readings can be large; an effect the other way counts as inactive or inconclusive. Potency means the concentration at half of the fitted maximal effect. Only part of the results is shown; count on the stated rates, not on these rows.

SMILES	Pol iota inh	BLM helicase inh	JMJD2A Tudor	HP1b chromo inh	G9a block	GLS inh	Pin1 inh	BAZ2B block	Tb PGK inh
CCOc1ccc(NS(=O)(=O)c2ccc3c(c2)CCN3C(C)=O)cc1	32.4%&13.0%[activator]	-0.9%&-3.5%	-7.7%&-7.5%	-13.0%&13.4%	-4.5%	15.1%&-12.6%	-6.3%&-4.5%	-1.1%&-22.1%	-0.2%&-1.2%
COc1ccc2cc(CN(CC3CCCO3)C(=S)NCc3ccco3)c(=O)[nH]c2c1 (configuration not stated)	?	-2.2%	-15.1%	?	-36.9%	0.0%	2.0%	-27.1%	i
CCc1ccccc1NC(=O)COc1cccc(-n2cnnn2)c1	-10.3%	3.5%	-10.3%	?	46.6%[activator]	-4.6%	?	9.1%	i
CCOC(=O)C1CCN(C(=O)/C=C/c2ccc3c(c2)OCO3)CC1	104.1%[activator]	-5.4%	-10.2%	21.8%	?	-12.6%	-0.4%	10.0%	-9.2%
O=C1NN(c2ccccc2)C(=O)/C1=C\c1ccccc1	?	-3.1%	-14.6%	33.4%	39.8µM*	-7.7%	?	-20.7%	7.8%
CC1CC(C)CN(C(=O)COc2cccnc2[N+](=O)[O-])C1 (configuration not stated)	52.4%[activator]	/	-12.4%	-21.2%	/	3.4%	-5.9%	/	-3.4%
Cc1cccn2c(/C=N/OCc3ccc(F)cc3)c(-c3ccc(Cl)cc3)nc12	7.5%	-4.4%	14.9%	136.9%[activator]	-21.5%[0.0925 µM]	0.8%	-8.2%	3.7%	4.0%
CCCC(=O)Nc1cc(C(=O)O)ccc1S(=O)(=O)c1ccc(C)cc1	-9.0%	0.2%	-11.3%	43.8%	?	-10.7%	4.8%	-8.1%	1.7%
Cc1ccc2c(C)c(C(=O)N(Cc3ccc(N(C)C)cc3)Cc3ccco3)oc2c1C	-16.7%	-8.7%	17.8µM*	-25.0%	11.2µM*	-6.0%	5.9%	10µM*	/
NS(=O)(=O)c1cccc(NC(=O)CN2CCc3ccccc32)c1	-2.7%	-5.5%	-14.5%	22.9%	?	-3.9%	-0.7%	?	-5.9%
COc1ccc(C(=O)N/N=C/c2ccc(N3CCOCC3)o2)cc1OC	12.1%	-4.1%	-35.7%	-6.9%	8.91µM*	-4.4%	2.6%	-27.7%	-0.2%
CC(C)CC(=O)C1=C(O)C(=O)N(Cc2ccccc2)C1c1ccccc1 (configuration not stated)	29.4%	-0.3%	-12.2%	18.4%	-1.6%[0.501 µM]	-1.3%	-2.7%	-34.9%	2.6%
COc1ccc(-c2c(C#N)c(SCc3c(C)noc3C)nc3c2C(=O)CC(C)(C)C3)cc1	11.1%	-1.6%	-10.4%	42.1%[activator]	20.1%[59 µM]	7.4%	2.5%	0.5%	-4.2%
Cc1cc(C(=O)CCC(=O)N2CCN(S(=O)(=O)c3cccs3)CC2)c(C)s1	30.7%[activator]	-6.3%	-14.4%	12.4%	-13.1%	-9.8%	5.9%	0.5%	-3.3%
CCn1ccc2c(OCC(=O)Nc3ccccc3C(F)(F)F)cccc2c1=O	34.3%[activator]	0.1%	-1.9%	30.0%	-0.6%[59 µM]	4.4%	-4.1%	2.1%	1.0%
Cc1cc(C)cc(NC(=O)CCN2CCOCC2)c1	9.4%	1.1%	-2.7%	30.4%[activator]	25.5%	12.4%	1.3%	8.4%	6.1%
O=C1C=CC(=Nc2ccc3c(c2)C(=O)c2ccccc2-3)O1	-15.3%	/	-23.4%	20.3%[57 µM]	/	-6.9%	?	/	-3.9%
Cc1ccc(CN2CCN(Cc3cn(C)nc3C)CC2CCO)o1 (configuration not stated)	24.8%	-1.1%	-12.1%	46.8%[activator]	-3.0%	1.2%	2.6%	-5.5%	/
COc1ccccc1S(=O)(=O)Nc1ccc2cn[nH]c2c1	24.2%	-2.3%	-6.8%	18.8%	12.7%[59 µM]	8.2%	-0.6%	2.1%	-4.8%
COc1ccc(Nc2nc(-c3cccs3)cs2)c(OC)c1	20.7%	-2.1%	2.51µM*	50.1µM*	11.2µM*	/	4.7%	31.6µM*	-5.3%
O=C(Cc1ccccc1)Nc1ccccc1Oc1ccccc1	10.1%	-1.8%	65.3%[activator]	115.5%[activator]	6.6%[59 µM]	-1.4%	-9.3%	54.8%[activator]	-5.5%
O=S(=O)(c1cccc2nsnc12)N1CCCCC1	-9.6%	-1.5%	-5.8%	15.1%	-5.5%	8.3%	-0.8%	-12.6%	0.4%
O=C(Oc1ccccc1-c1nnco1)c1ccc(Cl)cc1	14.0%	-3.2%	4.9%	67.2%[activator]	52.0%[activator][59 µM]	4.7%	-5.8%	0.0%	0.0%
COC(=O)C1=C(C)N(c2ccc(OC)cc2)C(C)=C(C(=O)OC)C1c1ccccc1	5.1%	-9.4%	-9.6%	32.7%	-1.5%	-0.3%	5.3%	-19.2%	-1.8%
CCOC(=O)N1CCc2c(sc3c2C(=O)NC(c2ccccc2F)N3)C1 (configuration not stated)	-1.9%	0.5%	-10.7%	?	0.8%[59 µM]	3.4%	1.6%	-8.5%	-2.6%
c1coc(-c2ccnc(-c3ccncc3)n2)c1	4.3%	-2.2%	-16.2%	21.4%	14.3%[59 µM]	7.6%	-1.1%	-14.8%	-0.2%
C=CCSc1nnc2c(n1)OC(c1ccco1)Nc1ccccc1-2 (configuration not stated)	22.3%	-5.2%	-14.1%	23.7%	?	1.1%	1.1%	-12.5%	-2.3%
CCOC(=O)c1ccc(N2C(=O)c3n[nH]c(-c4ccco4)c3C2c2ccc(C(=O)OC)cc2)cc1 (configuration not stated)	-5.0%	-11.6%	?	4.6%	?	2.6%	75.6%[activator]	/	-10.4%
CC(C)CC(=O)N=C1SC2CS(=O)(=O)CC2N1Cc1ccccc1Cl (configuration not stated)	46.0%[activator]	-1.5%	-6.7%	42.0%[activator]	?	-1.0%	0.0%	-8.7%	1.0%
Cc1cc(=O)oc2cc(OCC(=O)Nc3ccccc3C(=O)O)ccc12	-13.7%	-3.7%	4.9%	47.7%[activator]	-6.0%	1.0%	4.3%	-1.1%	i
CCc1cccc(C)c1NC(=O)c1ccc2c(c1)CCN2S(=O)(=O)c1ccc(Cl)cc1	-5.7%	-5.5%	-19.8%	14.3%	-1.3%[59 µM]	0.7%	13.9%	0.4%	-4.6%
CCOc1cc(NC(=S)NCC(C)C)c(OCC)cc1NC(=O)c1cccs1	1.7%	-2.1%	-7.9%	22.7%	-30.6%	0.3%	7.5%	8.8%	i
Cc1ccc(S(=O)(=O)NCC(c2ccco2)N2CCN(c3ccccc3F)CC2)cc1 (configuration not stated)	8.3%	-9.5%	-7.1%	32.5%	-0.9%[59 µM]	0.2%	2.3%	-4.5%	-3.9%
COc1cccc(C(=O)N2CCN(C(=O)c3cccc4ccccc34)CC2)c1OC	2.9%	-1.3%	5.7%	16.2%	-12.3%[59 µM]	8.5%	-11.8%	/	-2.2%
COCCN(CCOC)c1nc(S(=O)(=O)c2ccc(C)cc2)c(Cl)s1	29.3%	-3.0%	-6.3%	15.0%	-12.1%	-1.7%	4.5%	-0.8%	-3.2%
O=C(Cn1cccc1C(=O)c1ccccc1)NCc1ccccc1Cl	36.2%&32.5%[activator]	-1.4%&-5.1%	-22.1%&-16.8%	9.8%&5.2%	0.2%	-0.8%&-8.9%	0.6%&-1.9%	-0.1%&2.5%	8.6%
Cc1ccc(S(=O)(=O)Nc2ccc(C(N)=O)cc2)cc1[N+](=O)[O-]	58.5%[activator]	-0.9%	?	-7.4%	/	?	1.9%	-5.7%	2.7%
Cc1cccc(NC(=O)CSc2nc3n[nH]c(C)c3c(=N)n2-c2cccc(Cl)c2)c1	-4.1%	1.5%	-6.4%	36.9%[activator]	3.3%[59 µM]	4.5%	1.2%	3.7%	0.3%
N#Cc1cc2c(=O)n3ccccc3nc2n(Cc2cccnc2)c1=O	36.9%[activator]	/	-6.2%	27.4%	/	0.8%	-7.5%	/	-4.0%
O=C(Nc1ccc(F)cc1F)C1CCCN1S(=O)(=O)c1cccc2nsnc12 (configuration not stated)	-4.5%&36.2%	-3.6%&-1.4%	-16.0%&-4.0%	29.6%&23.8%	25.3%	-7.4%&-0.5%	-5.9%&1.7%	-13.5%&-26.8%	-4.6%&8.7%
CC(=O)c1cccc(N=Nc2c(-c3ccccc3)[nH]n(-c3ccccc3)c2=O)c1	89.9%[activator]	-4.7%	?	14.1µM*	/	1.0%	0.6%	5.01µM*	-6.4%
CCN(CC)CCCn1c2c(c(SCC(=O)N3CCc4ccccc43)nc1=O)CCC2	40.6%[activator]	/	-26.9%	2.1%	12.4%[0.501 µM]	2.2%	-1.9%	-6.6%	-10.6%
COc1cccc(NC(=O)CSc2nc3scc(C)c3c(=O)[nH]2)c1	13.5%	-4.8%	-4.9%	13.1%	-8.7%	0.9%	20.2%	-1.0%	-10.4%
CC(OC(=O)CCN=C1NS(=O)(=O)c2ccccc21)C(=O)N(C)c1ccccc1 (configuration not stated)	138.9%[activator]	/	-11.7%	10.6%	-0.5%	-0.7%	0.2%	-4.7%	-0.1%
O=C(NNS(=O)(=O)c1ccc(Cl)cc1)c1cnn(-c2ccccc2)c1-n1cccc1	10.4%	-2.6%	-20.5%[57.1 µM]	42.0%[activator]	82.5%[activator][59 µM]	9.9%	9.8%	?	-1.3%
FC(F)(F)c1cccc(NC(=S)NCC2COc3ccccc3O2)c1 (configuration not stated)	-13.7%	-10.3%	10.3%	70.5%[activator]	58.2%[activator][59 µM]	14.4%	-6.9%	-1.0%	0.0%
Cc1ccsc1/C=C(\C(=O)c1ccc(OC(C)C)cc1)c1nc2ccccc2o1	58.5%[activator]	-11.0%	-32.3%	-7.2%	?	0.0%	60.7%[activator]	?	-3.7%
O=C1CCC(c2ccc3c(c2)CCC3)=NN1	?	-8.5%	-11.3%	15.5%	16.1%[2.33 µM]	-3.2%	1.4%	-1.2%	-2.0%

High-throughput results deposited in PubChem by National Center for Advancing Translational Sciences (NCATS).
